Screening data as filed in PubChem.
bovine MsrA act: bovine methionine sulfoxide reductase A activation; purified bovine MsrA, absorbance read-out; activation, % at 10.6 µM; actives 0.3% (n = 360,000); in the data active = activation above about 7.5%;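 also: 0% = vehicle and 100% = reference activator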
MT1-MMP act inh: inhibitors of human MT1-MMP activation; P50281; HT1080 RFP-PRO-GFP cells, GFP/RFP ratio fluorescence, overnight; percent of plate control window, DMSO zero; GFP/RFP ratio change, % at 20 µM; actives 0.061% (n = 360,000); AID 651647;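 active = GFP/RFP ratio change of at least 30% with cell ATP level not reduced by more than half and red fluorescence within 50% of control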; also: strong numbers were not always called active
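Compound: 20 µM single dose, 1% DMSO / System: HT1080 RFP-PRO-GFP cells / Controls: DMSO and RFP-L50D-GFP cell wells / Read-out basis: GFP/RFP fluorescence ratio / Schedule: overnight compound exposure at 37 °C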
PABP1 MLLE inh: inhibitors of microRNA-mediated deadenylation, human PABP1 MLLE binding; P11940; GST-MLLE / FITC-PAM2 fluorescence polarization; inhibition, % at 20 µM; actives 0.36% (n = 360,000); in the data active = inhibition above about 35%, passing the limit was not always enough;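 also: plate controls were DMSO wells with GST-MLLE for no effect and wells lacking GST-MLLE protein for full effect; some results filed as inactive read as strong as hits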
Target sequence (P11940 whole entry, looked up): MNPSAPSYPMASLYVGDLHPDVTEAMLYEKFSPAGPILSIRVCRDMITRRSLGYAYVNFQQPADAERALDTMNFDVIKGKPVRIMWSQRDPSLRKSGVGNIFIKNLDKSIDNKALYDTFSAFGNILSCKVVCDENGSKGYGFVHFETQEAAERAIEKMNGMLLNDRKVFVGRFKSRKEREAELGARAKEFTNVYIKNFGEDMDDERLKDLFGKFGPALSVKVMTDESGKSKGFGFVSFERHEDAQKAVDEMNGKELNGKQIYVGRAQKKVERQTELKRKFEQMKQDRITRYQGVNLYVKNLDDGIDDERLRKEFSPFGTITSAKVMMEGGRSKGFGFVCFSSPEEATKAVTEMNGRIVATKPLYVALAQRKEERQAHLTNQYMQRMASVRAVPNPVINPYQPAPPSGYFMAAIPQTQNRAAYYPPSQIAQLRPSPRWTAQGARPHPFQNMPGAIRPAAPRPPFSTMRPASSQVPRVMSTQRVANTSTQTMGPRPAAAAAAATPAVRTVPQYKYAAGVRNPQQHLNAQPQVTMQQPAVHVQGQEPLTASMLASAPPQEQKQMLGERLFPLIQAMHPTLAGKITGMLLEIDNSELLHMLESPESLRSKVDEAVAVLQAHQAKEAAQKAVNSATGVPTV
Neddyl block: cullin neddylation inhibition. actives 0.58% (n = 360,000). AID 651699. TR-FRET cullin neddylation, biochemical. calls only at 25 µM. P61081+Q13564; in the data active = inhibition above about 36%
eLon inh: inhibits E. coli Lon protease; P0A9M0; actives 0.42% (n = 360,000); AID 602123; purified E. coli Lon protease, fluorescence polarization; inhibition, % at 7.94 µM; in the data active = inhibition above about 13%, passing the limit was not always enough;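 also: 0% = enzyme with probe and DMSO and 100% = no enzyme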
NRP1-CendR mod: alters CendR peptide binding to human NRP-1; AID 602438; O14786; FAM-RPARPAR peptide binding to NRP-1, fluorescence polarization; actives 0.85% (n = 360,000); inhibition, % at 25 µM;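 active = inhibition or corrected inhibition above about 18%, plus a signal ratio from 0.5 to 1.5, limit read from the data, passing the limit was not always enough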; also: strong numbers were not always called active
FAS-TE inh: FAS thioesterase (human) inhibition | AID 602261 | P49327 | inhibition, % at 15 µM | actives 0.67% (n = 360,000) | recombinant FAS-TE, OMFH fluorogenic substrate, fluorescence endpoint;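 active = compounds whose normalised, plate-corrected inhibition of enzyme fluorescence in the single-dose primary screen is 50% or more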;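 also: 0% = DMSO with enzyme and 100% = substrate without enzyme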
SKN-1 block: C. elegans SKN-1 inhibition | C. elegans VP596 Pgst-4::GFP/RFP ratio, acrylamide-induced, 24 h | inhibition, % at 21.8 µM | actives 0.49% (n = 360,000) | AID 624304;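 active = interference check ratio from 0.5 to 1.5 plus GFP to RFP signal ratio inhibition reaching or exceeding a fixed threshold, cut at about 30% in these data, passing the limit was not always enough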; also: some compounds called inactive have numbers as strong as hits
Rin1 Abl inh: human Rin1-Abl interaction inhibition | P00519+Q13671 | TR-FRET Rin1/Abl binding, biochemical | inhibition, % at 7.35 µM | actives 0.4% (n = 360,000) | AID 588664; in the data active = inhibition above about 5%, passing the limit was not always enough
Active calls of the source: *; i = inactive; & = joins results of further samples.

Short forms – A = bovine MsrA act; B = MT1-MMP act inh; C = PABP1 MLLE inh; D = Neddyl block; E = eLon inh; F = NRP1-CendR mod; G = FAS-TE inh; H = SKN-1 block; I = Rin1 Abl inh
molecule: O=C(O)CCCNC(=O)C(c1ccccc1)c1ccccc1
  A: -4&-8	B: 5&-1	C: -4&17	D: i	E: 3&-4	F: 0&1	G: -10&-3	H: 2&-2	I: -1&-1
molecule: CCN(CC)S(=O)(=O)c1ccc2c(c1)nc(SCc1nc3ccsc3c(=O)[nH]1)n2CC
  A: -1	B: 1	C: -106	D: i	E: 2	F: -6	G: 2	H: -17	I: 0
molecule: C(=N\N1CCN(Cc2cccc3ccccc23)CC1)/c1ccco1
  A: -1	B: 6	C: 1	D: i	E: -3	F: -5	G: 14	H: -3	I: 0
molecule: CC1CC(C)CN(S(=O)(=O)c2ccc(F)c(C(=O)Nc3ccc(Cl)cc3F)c2)C1 (centres undefined)
  A: -2	B: 4	C: -4	D: i	E: -6	F: 7	G: -3	H: 5	I: -3
molecule: CCOc1ccc(NC(=S)NC(C)CCc2ccccc2)cc1 (centres undefined)
  A: -2	B: 2	C: -90	D: i	E: -5	F: 3	G: 2	H: -1	I: 3
molecule: CCOc1ccc(-c2cc(C(=O)NCc3cc(C(F)(F)F)cc(C(F)(F)F)c3)[nH]n2)c(C)c1
  A: -8	B: 4	C: 12	D: i	E: -8	F: 0	G: 3	H: 2	I: 6
molecule: Cc1ccc(S(=O)(=O)Nc2nc3cc(C)c(C)cc3[nH]2)cc1
  A: -6	B: 6	C: -14	D: i	E: -5	F: 4	G: 0	H: -2	I: 3
molecule: CCOC(=O)CC(=O)CSc1nc2c(c(-c3cccs3)c1C#N)CCC2
  A: -10	B: -1	C: -9	D: i	E: -1	F: 7	G: -2	H: 7	I: 5
molecule: Cc1cc(O)cc2c1C1CCC3(C)C(O)CCC3C1C=C2 (centres undefined)
  A: -2	B: 4	C: -1	D: i	E: -9	F: 3	G: -5	H: 10	I: 1
molecule: Cc1cccc(NC(=S)NNc2ncc(C(F)(F)F)cc2Cl)c1
  A: -5	B: 2	C: 27	D: i	E: 1	F: -1	G: 1	H: 5	I: -3
molecule: Cc1c(C=N)c(O)n(C)c(=O)c1C#N
  A: -6	B: 0	C: 8	D: i	E: 3	F: -16	G: -4	H: 9	I: -1
molecule: COc1ccc(CNC(=O)c2nn(C)c3c2CS(=O)(=O)c2ccccc2-3)cc1
  A: -3	B: 2	C: 8	D: i	E: -6	F: 6	G: 12	H: 20	I: -2
molecule: COc1ccccc1CN1C[C@@H]2C[C@@H](c3[nH]c4ccc(C)cc4c3C)N3CCC[C@@]23C1=O
  A: -4	B: -15	C: -35	D: i	E: -8	F: -33	G: 0	H: 4	I: 4
molecule: CC(=O)c1ccc(OC(C)C)c(CSC(=N)N)c1
  A: 0	B: -5	C: -12	D: i	E: -3	F: 13	G: -12	H: 0	I: 4
molecule: CCn1c(SCC(N)=O)nnc1-c1ccc(OC)c(OC)c1
  A: -3	B: 8	C: 3	D: i	E: -7	F: -12	G: -6	H: 20	I: 1

Nine structures already listed, sorted by length of the SMILES, falling:
Short forms – A = bovine MsrA act; B = MT1-MMP act inh; C = PABP1 MLLE inh; D = Neddyl block; E = eLon inh; F = NRP1-CendR mod; G = FAS-TE inh; H = SKN-1 block; I = Rin1 Abl inh
molecule: CCOc1ccc(-c2cc(C(=O)NCc3cc(C(F)(F)F)cc(C(F)(F)F)c3)[nH]n2)c(C)c1
  A: -8	B: 4	C: 12	D: i	E: -8	F: 0	G: 3	H: 2	I: 6
molecule: CCN(CC)S(=O)(=O)c1ccc2c(c1)nc(SCc1nc3ccsc3c(=O)[nH]1)n2CC
  A: -1	B: 1	C: -106	D: i	E: 2	F: -6	G: 2	H: -17	I: 0
molecule: CCOC(=O)CC(=O)CSc1nc2c(c(-c3cccs3)c1C#N)CCC2
  A: -10	B: -1	C: -9	D: i	E: -1	F: 7	G: -2	H: 7	I: 5
molecule: Cc1ccc(S(=O)(=O)Nc2nc3cc(C)c(C)cc3[nH]2)cc1
  A: -6	B: 6	C: -14	D: i	E: -5	F: 4	G: 0	H: -2	I: 3
molecule: Cc1cccc(NC(=S)NNc2ncc(C(F)(F)F)cc2Cl)c1
  A: -5	B: 2	C: 27	D: i	E: 1	F: -1	G: 1	H: 5	I: -3
molecule: Cc1cc(O)cc2c1C1CCC3(C)C(O)CCC3C1C=C2 (centres undefined)
  A: -2	B: 4	C: -1	D: i	E: -9	F: 3	G: -5	H: 10	I: 1
molecule: CCOc1ccc(NC(=S)NC(C)CCc2ccccc2)cc1 (centres undefined)
  A: -2	B: 2	C: -90	D: i	E: -5	F: 3	G: 2	H: -1	I: 3
molecule: CC(=O)c1ccc(OC(C)C)c(CSC(=N)N)c1
  A: 0	B: -5	C: -12	D: i	E: -3	F: 13	G: -12	H: 0	I: 4
molecule: Cc1c(C=N)c(O)n(C)c(=O)c1C#N
  A: -6	B: 0	C: 8	D: i	E: 3	F: -16	G: -4	H: 9	I: -1

(cont.)
Short forms – A = bovine MsrA act; B = MT1-MMP act inh; C = PABP1 MLLE inh; D = Neddyl block; E = eLon inh; F = NRP1-CendR mod; G = FAS-TE inh; H = SKN-1 block; I = Rin1 Abl inh
molecule: Cc1c(NC(=O)C(C)OC(=O)CCOc2ccccc2)c(=O)n(-c2ccccc2)n1C (centres undefined)
  A: -5	B: -5	C: -30	D: i	E: 2	F: 8	G: -6	H: 0	I: 2
molecule: Cn1c(=O)n(C)c2cc(/C=N/NC(N)=S)ccc21
  A: -8	B: 7	C: -19	D: i	E: -4	F: -3	G: -1	H: 6	I: 0
molecule: Cc1ccc(NC(=O)CN2C(=O)N/C(=C\c3cccnc3)C2=O)cc1
  A: -1	B: 4	C: -7	D: i	E: 6	F: 4	G: -2	H: -2	I: 0
molecule: O=C(c1ccccc1F)N1CCN(S(=O)(=O)c2ccc(S(=O)(=O)N3CCCCC3)cc2)CC1
  A: 0	B: 4	C: 4	D: i	E: -2	F: -2	G: -3	H: 0	I: 0
molecule: Cc1cccc(C)c1NC(=O)COC(=O)CCc1ccc(S(=O)(=O)N2CCCCC2)cc1
  A: -4	B: 0	C: -9	D: i	E: 2	F: -1	G: 15	H: -16	I: -1
molecule: COc1ccc(-c2cc(C(=O)Nc3ccc(S(=O)(=O)Nc4onc(C)c4C)cc3)c3ccccc3n2)cc1
  A: -4	B: -3	C: -14	D: i	E: -10	F: -12	G: 5	H: -5	I: -3
molecule: COc1ccc(NC(=O)C2CCCN(S(=O)(=O)c3ccccc3)C2)c(OC)c1 (centres undefined)
  A: 3	B: 2	C: -10	D: i	E: 3	F: 10	G: -1	H: 0	I: 0
molecule: CCCOc1ccc(F)cc1-c1cc(C(=O)Nc2ccc(C(C)C)cc2)[nH]n1
  A: -8	B: 0	C: -1	D: i	E: -8	F: -6	G: 11	H: 11	I: 0
molecule: O=C(CN1CCN(c2ccccc2)CC1)NCc1ccc(F)cc1
  A: -1	B: -3	C: 4	D: i	E: -6	F: 4	G: -3	H: 9	I: 0
molecule: O=C(NCc1ccc2c(c1)OCO2)c1nc(S(=O)(=O)Cc2ccccc2)ncc1Cl
  A: -4	B: 0	C: 30	D: i	E: 1	F: 16	G: 38	H: 16	I: 3
molecule: O=C(CN1CCC(NC(=O)Nc2ccccc2)CC1)Nc1cccc([N+](=O)[O-])c1
  A: -1	B: 5	C: 2	D: i	E: -5	F: 4	G: 2	H: -4	I: -1
molecule: CCC(=O)c1cc(-c2nc3ccccc3n2C)n(C)c1
  A: -5	B: 4	C: -7	D: i	E: -2	F: 1	G: -3	H: -19	I: 0
molecule: Cc1cc(OCC(=O)Nc2cc(C(C)(C)C)on2)ccc1[N+](=O)[O-]
  A: -3	B: 3	C: 2	D: i	E: 6	F: -7	G: 21	H: 22	I: -2

Compounds were not picked by outcome; about 4% have a hit in one of these screens.
